Apaf-1 inh – inhibitors of human Apaf-1 apoptosome; O14727; reconstituted apoptosome caspase-3 activity, DEVD-Rh110 fluorescence; inhibition, % at 20 µM; hit rate 0.71% among 330,000; AID 489030; active = inhibition of at least 40% at 20 µM;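 note: plate controls were DMSO wells for no effect and DEVD-CHO caspase inhibitor wells for full effect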
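Material: reconstituted apoptosome with Apaf-1, cytochrome c, caspase-9, procaspase-3, dATP. Technique: Rh110 fluorescence intensity. Buffer or medium: pH 7.5 Hepes buffer with CHAPS, BSA, DTT. Times: 30 min plus 50 min, RT.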
CCR6 antagonist – CCR6 (human) receptor antagonism | hit rate 0.49% among 340,000 | CHO-K1 CCR6 PathHunter beta-arrestin, luminescence, CCL20-stimulated | P51684 | AID 493098 | inhibition, % at 20 µM;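 active = compounds whose inhibition of the agonist-driven luminescence signal at 20 µM reaches about 50%, limit read from the data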;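 note: cells stimulated with CCL20 at 14 nM final; plate controls were DMSO with CCL20 for no effect and DMSO without agonist for full effect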
UBC13 inh – human UBC13 polyubiquitination inhibition | P61088 | UBC13 polyubiquitin chain formation, TR-FRET | inhibition, % at 20 µM | hit rate 0.47% among 330,000; in the data active = inhibition above about 45%, passing the limit was not always enough
Gli-Sufu antag – Gli-Sufu pathway antagonism. Sufu-KO-LIGHT fibroblasts, Gli luciferase reporter luminescence. inhibition, % at 5 µM. hit rate 0.74% among 340,000. AID 588413;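 active = inhibition above about 55%, limit read from the data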;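 note: 0% = DMSO-treated cells and 100% = wells with medium but no cells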
697 NFkB inh – inhibitors of the PMA/ionomycin-induced NF-kB reporter in 697 B cells. hit rate 0.33% among 330,000. inhibition, % at 4 µM. 697 B-cell NF-kB luciferase reporter, 16 h; in the data active = inhibition above about 35%
Jurkat NFkB inh – lowers PMA/ionomycin-induced NF-kB signal in Jurkat cells; PMA/ionomycin-induced NF-kB luciferase reporter, luminescence; inhibition, % at 4 µM; hit rate 0.53% among 330,000
SENP8 inh – inhibitors of human SENP8 protease. purified SENP8, Z-RLRGG-aminoluciferin cleavage, luminescence. inhibition, % at 10 µM. hit rate 1.2% among 330,000
EBI2 block – antagonists of human EBI2 receptor; P32249; EBI2 beta-arrestin recruitment, luminescence, 7a,25-OHC stimulated; inhibition, % at 5 µM; hit rate 0.81% among 360,000; AID 651636; in the data active = inhibition above about 38%;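 note: enzyme fragment complementation signal reports receptor beta-arrestin coupling in cells; 0% = agonist plus DMSO wells and 100% = wells without agonist; some results beyond the cut were filed as inactive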
Active calls of the source: *; · = not tested or not shown. Cut-off read from the data, not from the text of the source, unless noted: active = inhibition above about 50%; inactive = the rest. Some of the compounds tested; the hit share may differ from the screen's.

SMILES	Apaf-1 inh	CCR6 antagonist	UBC13 inh	Gli-Sufu antag	697 NFkB inh	Jurkat NFkB inh	SENP8 inh	EBI2 block
COCCNC(=O)/C(C#N)=C/c1c(N2CCN(C)CC2)nc2ccccn2c1=O	11	-7	-2	3	1	-11	0	-12
COc1cccc(OC)c1C(=O)NC(=O)Oc1c(F)cccc1F	5	-5	-6	3	-26	4	-2	-3
CCOc1ccc(N=C(/C(C(=O)C(=O)N2CCOCC2)=C(\O)c2ccccc2)c2ccccc2)cc1	7	3	-22	-42	-88	-43	-16	-1
O=C(Cc1c(O)c2ccccc2oc1=O)c1ccc(C(F)(F)F)cc1	4	-1	-5	18	-3	-3	2	-4
Cc1ccc(SC(C)C(=O)Nc2ccncc2)cc1 (stereo not given)	-6	-1	13	2	18	17	-3	4
CCOc1ccccc1NC(=O)c1cccc(S(=O)(=O)N(Cc2ccccc2)c2ccccc2OC)c1	8	11	-4	28	-11	26	17	20
Cc1nnc(SCC(=O)N2CCc3ccccc32)n1-c1ccccc1	7	2	-2	-2	-26	-3	2	1
Cc1cccc(-n2c(SCC(=O)O)nc3sc4c(c3c2=O)CCC4)c1	1	-9	-13	-16	-6	-4	-13	0
O=C(COC(=O)c1ccc(F)c(S(=O)(=O)N2CCOCC2)c1)NC1CCCCC1	-8	2	4	2	8	0	-3	-2
CSc1ccc(CN(C)CC(=O)NC(=O)NCCC2=CCCCC2)cc1	21	18	8	-4	7	-11	5	1
O=S(=O)(N1CCCCC1)N1CCN(c2ccc(F)cc2)CC1	0	-5	-3	5	-7	-5	-12	6
O=C(CNC(=O)c1ccc(Br)o1)NCc1ccccc1	-2	2	-3	-8	-12	12	-9	2
COc1ccc(CCN2CC(C(=O)N(C)CCn3nc(C)cc3C)CCC2=O)cc1 (stereo not given)	-11	5	8	5	12	-3	-5	-2
CSCc1nnc(NC(=O)c2ccc(S(=O)(=O)N(C)C)cc2)o1	-15	10	2	-5	19	8	5	-5
COc1cc2c(cc1OC)C(=S)NC1(CCCC1)C2	-4	-4	11	-5	6	12	-5	-9
CCCNC(=O)c1ccccc1NS(=O)(=O)c1ccc2c(c1)OCCO2	1	-15	11	1	-3	6	10	1
CCn1c(SCC(=O)c2cc(C)ccc2C)nc2cc(S(=O)(=O)N3CCOCC3)ccc21	13	11	10	15	-17	7	-3	11
Cc1cccc(N/N=C/c2ccc(C)s2)c1	13	16	-6	-22	-38	-8	-13	15
Cc1ccc(S(=O)(=O)N2CCN(CC(O)c3ccccc3)CC2)cc1 (stereo not given)	4	1	4	2	9	3	1	-13
Cc1ccc(NC(=O)CN(C)CC(=O)Nc2cccc(F)c2)cc1S(=O)(=O)N1CCCCCC1	5	0	2	6	0	14	-10	26
COc1ccc(NC(=O)c2ccc(NC3=NC4CS(=O)(=O)CC4S3)cc2)cc1 (stereo not given)	-12	-9	4	1	3	-4	1	-4
CC(=O)N1CC2([N+](=O)[O-])CN(C(C)=O)CC([N+](=O)[O-])(C1)C2(C)C	2	0	11	-5	-6	-4	-2	2
CC(=O)N(c1ccccc1)c1nc(C)cc(C)c1C#N	3	10	14	6	-6	6	-8	-3
Cc1cccc(NC(=O)c2ccccc2-c2ccccc2)c1	14	19	1	3	-5	-14	-9	-5
CC1(c2ccc3c(c2)OCCO3)NC(=O)N(CC(=O)Nc2ccccc2F)C1=O (stereo not given)	5	10	-5	-17	-7	-5	4	-9
Cc1ccnc(NC(=O)c2ccc(S(=O)(=O)NCc3ccco3)cc2)c1	11	3	-4	-10	-28	-23	-2	12
CCN(Cc1ccncc1)C(=O)CCc1nnc(CCc2ccc(OC)cc2)o1	1	15	-9	-4	14	-2	-11	-12
CCOc1ccc(CCNC(=O)C2CCN(c3nn4c(=O)cc(C)nc4s3)CC2)cc1OCC	9	10	-4	12	24	-14	-4	4
CCOC(=O)C1(C/C(C)=N/NC(N)=O)CC(C)(C)OC1=O (stereo not given)	-16	-3	-3	4	-31	3	-4	-4
O=C1NC(Cc2ccccc2)C(=O)Nc2ccc(Br)cc21 (stereo not given)	1	8	2	2	2	10	6	16
COc1cc(O)c(C(CC(=O)N2CCN(c3ccccc3)CC2)c2ccc(N(C)C)cc2)c(OC)c1 (stereo not given)	21	3	13	-9	1	-1	3	4
O=C(Cc1n[nH]c(=O)c2ccccc12)NCc1ccccn1	-4	-16	-4	-3	1	2	6	-12
O=C(COC(=O)c1cccs1)Nc1nnc(-c2ccccc2)o1	1	16	4	2	4	6	8	-2
COC(=O)CCCCC1SCC(NC(=O)OC)C1NC(=O)OC (stereo not given)	9	-3	2	-12	2	10	-2	-2
COc1ccc(CCNC(=O)CN2C(=O)NC3(CCc4ccccc43)C2=O)cc1 (stereo not given)	-5	3	8	0	18	-2	0	4
CC1CCCCC1NC(=O)CSc1nncn1N (stereo not given)	-1	19	-8	0	18	5	3	1
COC(=O)CSc1nnc(-c2ccc(S(=O)(=O)NCc3cccs3)cc2)o1	2	-10	9	-4	9	1	1	3
Nc1[nH]n2c(=O)cc(-c3ccccc3)nc2c1N=Nc1ccc(S(N)(=O)=O)cc1	20	51*	-190	-3	22	3	5	12
COc1ccccc1N1CCN(C2CCCN(C(=O)CCc3cnccn3)C2)CC1 (stereo not given)	0	-9	1	3	13	1	1	-3
O=C(NN(C(=O)C1CC1)c1nc2ccccc2s1)C1CC1	-4	14	-9	-8	-9	1	-12	-11
COc1ccccc1CNC(=O)CCS(=O)(=O)c1ccc2c(c1)CCCN2C(C)=O	-3	21	-2	-4	-15	5	-2	8
CCC(=O)N1c2ccc(S(=O)(=O)NCc3ccco3)cc2CC1C (stereo not given)	8	8	-7	2	-20	1	-10	-8
Cc1cccc(C=Nc2ccc3c(c2)oc2ccccc23)c1O	-13	-6	-10	-45	-78	-50	3	4
CC1(C)CC(=O)C=C(NCCc2ccccc2)C1	5	5	-3	8	-4	-10	2	-5
COc1ccc(Cl)cc1Nc1nc(-c2sc(NC(=O)c3ccccc3)nc2C)cs1	-11	·	-28	·	-18	-2	44	·
CCOC(=O)C1CCCN(C(=O)C(CCSC)NC(=O)COc2ccccc2)C1 (stereo not given)	1	8	-2	5	7	9	3	-7
Cc1ccccc1NC(=O)NNC(=O)COc1ccc2ccccc2c1	16	3	4	0	16	4	-4	-5
CC(C)(C)c1ccc(C(=O)OCc2c(-c3ccccc3)ncc3ccccc23)cc1	27	24	-10	4	-21	-4	-12	2
O=C(O)C1CCN(c2ccc(S(=O)(=O)N3CCC(C(=O)O)CC3)cc2[N+](=O)[O-])CC1	1	2	-11	-2	-6	-8	0	-9
COC(=O)c1ccc(Cn2nnc3c(=O)[nH]c(C4CCN(S(=O)(=O)c5cc(C)ccc5C)CC4)nc32)cc1	25	-4	5	6	11	16	3	3
S=C(NCC1CCCO1)Nc1ccccc1 (stereo not given)	-4	4	-6	5	-6	-8	-5	-5
Cc1ccc(N(CC(=O)N/N=C/c2cc(C)n(-c3ccccc3)c2C)S(C)(=O)=O)c(C)c1	10	0	-7	-5	9	12	3	2
Cc1ccc(C)c(S(=O)(=O)NC2CCSC2=O)c1 (stereo not given)	1	10	4	13	17	12	-9	-10
CCCCc1c(C)c2ccc(OC)c(/C(C)=N\O)c2oc1=O	6	-2	0	0	-2	0	-5	-1
Cc1ccnc2nc(C(=O)NCCc3ccc(F)cc3)nn12	-2	6	-13	19	-5	-8	-1	-3
CCC(C)NC(=O)c1ccccc1NC(=O)C(C)N(c1ccccc1)S(C)(=O)=O (stereo not given)	-14	6	4	-4	12	3	8	-2
CN(C)C(=O)c1cc(S(=O)(=O)N(C)C)c(Cl)cc1N1CCCC1	-18	8	1	-9	14	0	1	-3
Cc1cc(NC(=O)CN2CCCCC2)n(-c2ccccc2)n1	-3	-14	-4	3	-13	-16	-5	21
Cc1cccnc1NC(=O)Nc1ccc(F)cc1	6	-4	-6	11	-25	-21	-21	8
Cc1ccc(NC(=O)CSCC(=O)Nc2ccc(N3CCOCC3)c(Cl)c2)cc1	10	-2	6	-12	1	0	0	12

16 neighbouring records already listed:
SMILES	Apaf-1 inh	CCR6 antagonist	UBC13 inh	Gli-Sufu antag	697 NFkB inh	Jurkat NFkB inh	SENP8 inh	EBI2 block
COc1ccccc1CNC(=O)CCS(=O)(=O)c1ccc2c(c1)CCCN2C(C)=O	-3	21	-2	-4	-15	5	-2	8
CCC(=O)N1c2ccc(S(=O)(=O)NCc3ccco3)cc2CC1C (stereo not given)	8	8	-7	2	-20	1	-10	-8
Cc1cccc(C=Nc2ccc3c(c2)oc2ccccc23)c1O	-13	-6	-10	-45	-78	-50	3	4
CC1(C)CC(=O)C=C(NCCc2ccccc2)C1	5	5	-3	8	-4	-10	2	-5
COc1ccc(Cl)cc1Nc1nc(-c2sc(NC(=O)c3ccccc3)nc2C)cs1	-11	·	-28	·	-18	-2	44	·
CCOC(=O)C1CCCN(C(=O)C(CCSC)NC(=O)COc2ccccc2)C1 (stereo not given)	1	8	-2	5	7	9	3	-7
Cc1ccccc1NC(=O)NNC(=O)COc1ccc2ccccc2c1	16	3	4	0	16	4	-4	-5
CC(C)(C)c1ccc(C(=O)OCc2c(-c3ccccc3)ncc3ccccc23)cc1	27	24	-10	4	-21	-4	-12	2
O=C(O)C1CCN(c2ccc(S(=O)(=O)N3CCC(C(=O)O)CC3)cc2[N+](=O)[O-])CC1	1	2	-11	-2	-6	-8	0	-9
COC(=O)c1ccc(Cn2nnc3c(=O)[nH]c(C4CCN(S(=O)(=O)c5cc(C)ccc5C)CC4)nc32)cc1	25	-4	5	6	11	16	3	3
S=C(NCC1CCCO1)Nc1ccccc1 (stereo not given)	-4	4	-6	5	-6	-8	-5	-5
Cc1ccc(N(CC(=O)N/N=C/c2cc(C)n(-c3ccccc3)c2C)S(C)(=O)=O)c(C)c1	10	0	-7	-5	9	12	3	2
Cc1ccc(C)c(S(=O)(=O)NC2CCSC2=O)c1 (stereo not given)	1	10	4	13	17	12	-9	-10
CCCCc1c(C)c2ccc(OC)c(/C(C)=N\O)c2oc1=O	6	-2	0	0	-2	0	-5	-1
Cc1ccnc2nc(C(=O)NCCc3ccc(F)cc3)nn12	-2	6	-13	19	-5	-8	-1	-3
CCC(C)NC(=O)c1ccccc1NC(=O)C(C)N(c1ccccc1)S(C)(=O)=O (stereo not given)	-14	6	4	-4	12	3	8	-2
